Screens deposited in PubChem by several laboratories.
TPT1 inhibitor – inhibitors of Candida albicans tRNA 2'-phosphotransferase TPT1 | recombinant caTPT1, FP RNA substrate dephosphorylation | inhibition, % at 5 µM | actives 0.81% (n = 300,000);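 active means inhibition above the mean of all tested compounds plus 3 SD, set per screening campaign, cut at about 24% in these data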;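 further: plate controls were DMSO alone for no effect and ferristatin control at 100 nM for full effect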
core dimer inh – blocks dimerization of HCV core protein | TR-FRET GST/Flag-core106 dimerization, 1536-well | inhibition, % at 5 µM | actives 0.33% (n = 300,000);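 active means inhibition above the mean of all tested compounds plus 3 SD, set per screening campaign, cut at about 45% in these data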
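Material: GST/Flag-tagged HCV core106 proteins. Incubation: 4 h, 22.5 °C incubation. Read-out basis: inhibition (%) from 671 over 617 nm ratio. Measured by: TR-FRET, excitation 340 nm, emission 617 and 671 nm.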
CR mimetic SO – yeast age-related superoxide inhibition as caloric restriction mimetic | S. cerevisiae aged cells, superoxide DHE fluorescence; stronger effect = lower value | superoxide response (% of plate mean), % at 10 µM | actives 0.18% (n = 330,000);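 active means superoxide response under a set limit, about three screen SD below normal, cut at about 65% in these data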;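 further: yeast aged for seven days with compound at 30 °C before DHE staining; 100% = average MFI of all compound-treated wells on the plate with controls excluded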
EBNA-1 inh – blocks EBNA-1 binding to DNA | EBNA-1 DNA binding, fluorescence polarization | inhibition, % at 14.8 µM | actives 0.34% (n = 300,000); in the data active means inhibition above about 28%
ZTA DNA inh – ZTA (EBV) inhibition in EBNA-1 counter-screen; ZTA-DNA binding, fluorescence polarization; inhibition, % at 11 µM; actives 0.15% (n = 320,000); AID 2234; in the data active means inhibition above about 33%
Target sequence (P03206 whole entry, looked up): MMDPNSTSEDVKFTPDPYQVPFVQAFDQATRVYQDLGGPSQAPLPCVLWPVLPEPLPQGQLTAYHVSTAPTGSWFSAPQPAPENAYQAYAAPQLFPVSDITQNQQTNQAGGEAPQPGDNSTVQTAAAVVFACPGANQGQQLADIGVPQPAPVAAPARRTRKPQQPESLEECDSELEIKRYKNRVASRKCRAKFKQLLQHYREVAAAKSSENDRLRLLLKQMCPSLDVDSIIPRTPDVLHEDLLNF
GASC-1 inh – inhibitors of human GASC-1 (JMJD2C) demethylase; actives 0.069% (n = 330,000); GST-JMJD2C(1-420) H3K9me3 demethylation, DELFIA europium; Q9H3R0; inhibition, % at 2.35 µM;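 active means more than half of a compound's replicate wells show inhibition beyond 50%, single wells judged on their own value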;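 further: signal counts dimethyl H3K9 product captured on neutravidin plate; 0% = median of DMSO wells and 100% = 0.3 times that DMSO median; strong numbers were not always called active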
Fh CTSL1 inh – counter-screen for PFM18AAP inhibitors: inhibitors of F. hepatica cathepsin L1; recombinant F. hepatica cathepsin L1, Z-Leu-Arg-MCA fluorescence; inhibition, % at 5.96 µM; actives 0.49% (n = 300,000);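 active means inhibition above the mean of all tested compounds plus 3 SD, set per screening campaign, cut at about 17% in these data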;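 further: 0% = plate median of test compound wells and 100% = 1 µM Z-Phe-Ala-diazomethylketone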
PP1 counter – counter-screen for PP5 inhibitors: inhibitors of human PP1-alpha | purified PP1alpha, OMFP fluorescence | inhibition, % at 6.7 µM | P62136 | actives 0.9% (n = 320,000);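 active means inhibition above the mean inhibition of all tested compounds plus 3 SD, computed separately for each screening campaign, cut at about 15% in these data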
PP5 primary – PP5 (human) phosphatase inhibition. P53041. actives 0.18% (n = 320,000). inhibition, % at 6.7 µM. purified PP5c, OMFP substrate fluorescence;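 active means inhibition above the campaign's mean inhibition across all tested compounds plus 3 SD, cut at about 9.5% in these data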;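 further: 0% = DMSO only and 100% = 100 µM cantharidin control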
Target sequence (P53041 whole entry, looked up): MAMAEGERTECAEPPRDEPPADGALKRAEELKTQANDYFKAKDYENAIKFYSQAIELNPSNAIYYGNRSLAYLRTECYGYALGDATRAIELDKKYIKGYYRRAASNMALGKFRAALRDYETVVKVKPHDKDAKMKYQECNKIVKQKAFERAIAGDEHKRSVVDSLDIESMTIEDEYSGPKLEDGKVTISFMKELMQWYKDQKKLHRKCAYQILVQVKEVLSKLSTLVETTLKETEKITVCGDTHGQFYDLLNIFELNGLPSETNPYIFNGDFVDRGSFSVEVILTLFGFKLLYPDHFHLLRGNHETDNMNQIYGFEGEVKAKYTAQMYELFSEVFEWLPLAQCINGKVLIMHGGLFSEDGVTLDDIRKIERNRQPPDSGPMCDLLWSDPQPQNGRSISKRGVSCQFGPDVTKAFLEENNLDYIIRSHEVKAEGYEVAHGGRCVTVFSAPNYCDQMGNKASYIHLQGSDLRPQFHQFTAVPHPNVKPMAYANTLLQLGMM
* hit, by the source's call; x = no result given; & = joins results of further samples.

Structure	EBNA-1 inh	PP1 counter	Fh CTSL1 inh	CR mimetic SO	core dimer inh	ZTA DNA inh	TPT1 inhibitor	GASC-1 inh	PP5 primary
O=C1CC(c2ccc(S(=O)(=O)N3CCN(c4ccccc4)CC3)cc2)CN1 (stereo not drawn)	5	-3	-1	99	5	7	2	1	0.3
Nc1cc(C(=O)N/N=C/c2cccc([N+](=O)[O-])c2)n[nH]c1=O	-5	0	4	104	2	3	5	0	-1.2
Cc1ccc2oc3nc(C)c(C(=O)O)cc3c(=O)c2c1	-3	-4	2	143	-3	-1	-4	0	-0.2
COCCN1Cc2cc3cc(C)ccc3nc2SC1=Nc1cccc(OC)c1	4	1	1	101	-4	4	1	3	-0.2
CCCCCc1ccc(S(=O)(=O)NCCc2ccncc2)cc1	-2	3	1	106	-2	4	-1	18	4.9
CCOc1ccc(CN(CC)C(=O)Cc2c[nH]c3ccccc23)cc1OC	-4	-6	-1	101	0	4	4	6	2.5
CCOC1CC(C)(C)NC(=S)N1 (stereo not drawn)	-4	-4	-1	92	-1	5	-3	-3	-0.6
Cc1noc(C)c1C(=O)N(CC(=O)Nc1ccc(Cl)c(C(F)(F)F)c1)Cc1ccco1	x	0	x	123	x	-4	x	7	5.2

One compound at a time (already shown). Order of values: EBNA-1 inh	PP1 counter	Fh CTSL1 inh	CR mimetic SO	core dimer inh	ZTA DNA inh	TPT1 inhibitor	GASC-1 inh	PP5 primary
Cc1ccc2oc3nc(C)c(C(=O)O)cc3c(=O)c2c1 reads -3	-4	2	143	-3	-1	-4	0	-0.2
Nc1cc(C(=O)N/N=C/c2cccc([N+](=O)[O-])c2)n[nH]c1=O reads -5	0	4	104	2	3	5	0	-1.2
Cc1noc(C)c1C(=O)N(CC(=O)Nc1ccc(Cl)c(C(F)(F)F)c1)Cc1ccco1 reads x	0	x	123	x	-4	x	7	5.2

Next section
Structure	EBNA-1 inh	PP1 counter	Fh CTSL1 inh	CR mimetic SO	core dimer inh	ZTA DNA inh	TPT1 inhibitor	GASC-1 inh	PP5 primary
CC(C)(C)OC(=O)[C@H](Cc1ccccc1)NC(=O)c1nc[nH]c1C(=O)NCCCCCN	3	0	-1	103	-2	5	-1	0	1.1
Oc1ccccc1C1NN=C(c2ccccc2)S1 (stereo not drawn)	0	2	2	102	-12	8	3	3	0.3
CCOC(=O)CNC(=O)c1cccnc1Oc1ccc(Cl)cc1	6	1	-4	86	-3	-1	-2	1	-2.7
Oc1ccc(Br)cc1CNc1cccc2cccnc12	2	3	-4	96	11	-7	6	2	0.7
O=S(=O)(Nc1ccc(-n2cccc2)cc1)c1ccc(Cl)c(Cl)c1	-3	1	-1	85	2	-6	-1	6	1.9
CCc1ccc(OCC(=O)NNC(=O)Cc2c(F)cccc2Cl)cc1	-1	-5	-17	98	0	-6	2	1	-1.6
COc1ccc2c(Cl)c(C(=O)NN)sc2c1	-2	1	-1	94	0	-5	3	3	0.4
COc1ccc(CCNC(=O)CC(c2ccccc2)c2cc(C)ccc2O)cc1OC (stereo not drawn)	3	0	7	71	0	5	2	-24	-0.4

(further entries)
Structure	EBNA-1 inh	PP1 counter	Fh CTSL1 inh	CR mimetic SO	core dimer inh	ZTA DNA inh	TPT1 inhibitor	GASC-1 inh	PP5 primary
COc1ccc(NC(=O)CN(C)C(=O)c2cc3c(s2)CCC3)cc1	0	6	0	107	70*	9	1	4	-0.8
COCC(C)n1c(C)cc(C(=O)COC(=O)c2ccc3ncsc3c2)c1C (stereo not drawn)	2	4	-2	90	3	-3	-7	-150	0.6
Cc1ccc(NC(=O)CSc2ncccn2)cc1S(=O)(=O)N1CCCCC1	6	-3	-1	89	2	16	2	-5	-0.8
O=C(COC(=O)[C@H](Cc1ccccc1)NC(=O)c1cccs1)Nc1ccccc1C(F)(F)F	-2	-2	-11	122	7	6	2	3	-0.1
COc1cc(/C=N/NC(=O)Cc2ccc(Br)cc2)cc(OC)c1O	-7	4	2	88	-7	4	-2	6	1.2
CCCc1cc(=O)n2[nH]c(C)cc2n1	-7	-5	-1	101	-4	-9	3	-2	-0.1
COc1ccc(CCNC(=O)C2CCN(S(=O)(=O)c3ccc(C)cc3)CC2)cc1	-7	11	1	97	-9	-21	-3	3	-5.0
COCCNC(=O)CCCn1c(=O)c2cc(OC)c(OC)cc2n(CC(=O)Nc2ccc(C)c(F)c2)c1=O	-2	-3	0	97	-3	1	2	0	2.7

(list continues)
Structure	EBNA-1 inh	PP1 counter	Fh CTSL1 inh	CR mimetic SO	core dimer inh	ZTA DNA inh	TPT1 inhibitor	GASC-1 inh	PP5 primary
Nc1ccc(N2CCOCC2)c2nonc12	-3	8	32*	103	-10	55*	2	21	3.1
CC1=CC(=C2N=C(c3ccccc3)OC2=O)C=C(C)O1	5	-3	2	110	-5	14	-5	-3	-1.4
CCN(CC)C(=S)SCC(=O)Nc1cccc(C(F)(F)F)c1	8	0	-5	90	-3	1	-4	29	2.0
CCC(=O)c1ccc(OCC(=O)OCC(=O)NCC2CCCCC2)cc1	-2	0	-5	102	0	12	0	1	-1.7
O=C1c2ccccc2C(Nc2ccc3c(c2)OCCO3)N1Cc1ccccc1 (stereo not drawn)	13	0	-2	92	4	3	-4	5	1.0
O=C(NCC1CCCO1)C1CCN(S(=O)(=O)c2ccccc2)CC1 (stereo not drawn)	-2	0	4	100	-1	-2	1	3	0.3
Cn1ccnc1C(O)(c1ccccc1)c1ccccc1	-1	2	-3	100	-2	-2	-3	-4	1.2
COc1cc(N2CCCC2)ccc1C=O	8	0	3	93	3	-12	-3	2	2.2

The list goes on:
Structure	EBNA-1 inh	PP1 counter	Fh CTSL1 inh	CR mimetic SO	core dimer inh	ZTA DNA inh	TPT1 inhibitor	GASC-1 inh	PP5 primary
O=C(NCN1C(=O)C2C3C=CC(C3)C2C1=O)Nc1ccccn1 (stereo not drawn)	8	1	-3	103	-4	5	1	-2	1.9
CCCn1c(N)nc2ccccc21	-6	-2	1	103	-3	-5	-2	3	2.6
Cc1ccccc1N1C(=O)C2CCCN2C1=S (stereo not drawn)	x	-3	x	107	x	-1	x	8	0.0
CCC(=O)c1ccc(N2CCN(C(=O)c3ccc(F)cc3)CC2)c(F)c1	1	-2	3	106	-1	2	1	3	1.7
CCCSCCCNC(=O)Cn1cc2c(n1)CCC(C)C2 (stereo not drawn)	-7	-2	-1	84	-1	-7	-3	-4	1.8
O=C(COC(=O)CSc1nnc(-c2ccc(Cl)cc2)o1)NCc1ccc2c(c1)OCO2	2	1	2	97	3	-1	-3	13&0	3.9
O=C(O)c1ccc(N/C(=N\S(=O)(=O)c2ccc(Cl)cc2)c2ccccc2)cc1	-4	-5	5	100	0	-8	0	0	0.9
Cc1n[nH]c(=O)nc1Nc1ccc(O)cc1	-4	-1	-6	99	-3	-30	0	-2	1.0

(list continues)
Structure	EBNA-1 inh	PP1 counter	Fh CTSL1 inh	CR mimetic SO	core dimer inh	ZTA DNA inh	TPT1 inhibitor	GASC-1 inh	PP5 primary
CCOC(=O)CCc1c(C)c2ccc(O)cc2oc1=O	7	-1	2	98	-8	-16	-1	-1	1.3
CCn1cc(C(=O)N2CCN(c3ccccn3)CC2)c(=O)c2cc(S(=O)(=O)N(C)C3CCCCC3)ccc21	-2	-4	0	87	1	1	-1	-1	-2.6
CCOC(=O)C(NCc1ccc(OC)cc1)(NC(C)=O)C(F)(F)F (stereo not drawn)	-9	0	-3	102	2	6	-1	3	-0.1
Brc1cccc2sc(N3CCN(c4ccccc4)CC3)nc12	-6	1	0	91	2	0	-1	1	0.1
O=C1CC(Cc2ccc(Br)cc2)C(=O)N1c1ccccc1 (stereo not drawn)	1	0	0	100	-1	5	-1	-9	-0.1
COc1cccc(N2CCN(C(=O)CCCCCNc3nc(=S)[nH]c4ccccc34)CC2)c1	4	2	5	93	13	9	-1	14	0.8
O=C(CN1C(=O)NC2(CCCC2)C1=O)N1CCN(S(=O)(=O)c2ccc(Cl)cc2)CC1	-9	-3	-3	99	-3	4	-2	-5	-3.7
Cc1ccccc1OCCC(=O)OCC(=O)NCCc1ccccc1	-4	-4	-18	101	4	-13	-3	7	1.4

(continued)
Structure	EBNA-1 inh	PP1 counter	Fh CTSL1 inh	CR mimetic SO	core dimer inh	ZTA DNA inh	TPT1 inhibitor	GASC-1 inh	PP5 primary
COc1ccc(CN2CCC(=O)NC2=O)cc1	-4	-2	-3	115	-1	-7	4	6	3.0
COC(=O)c1c(C)oc2ccc(N(C(=O)Oc3ccccc3)S(=O)(=O)c3ccccc3)cc12	-5	4	-3	109	20	-12	6	-2	2.5
CCC1=NN2C(=N)/C(=C\c3cccn3-c3ccc(Cl)cc3)C(=O)N=C2S1	1	-3	4	98	42	-7	4	6	0.0
COc1ccc(C(=O)NC(C(=O)N2CCc3ccccc32)C(C)C)cc1 (stereo not drawn)	-6	1	0	106	7	0	-3	-11	3.6
Cn1ccsc1=NC(=O)c1cc(S(=O)(=O)N2CCOCC2)ccc1Cl	3	-3	0	95	3	9	0	28	-2.3
CCOC(=O)c1cc(C)[nH]c(=S)c1C#N	5	-1	-1	95	-11	-8	-3	-12	0.9
CCOc1ccc(CCNC(=O)C2CCN(S(=O)(=O)N3CCOCC3)CC2)cc1OCC	6	-3	-3	93	0	-2	2	0	-1.2
CCN1CCN(C(=S)c2ccc(OCC(=O)NCc3ccccc3)cc2)CC1	4	-3	-1	97	1	11	-1	2	-3.1

(list continues)
Structure	EBNA-1 inh	PP1 counter	Fh CTSL1 inh	CR mimetic SO	core dimer inh	ZTA DNA inh	TPT1 inhibitor	GASC-1 inh	PP5 primary
O=C(Cc1ccccc1)NCc1ccc2c(c1)OCO2	4	-2	3	112	-5	-9	-8	27	1.1
Cc1ccc(OCC(O)Cn2c(N3CCOCC3)nc3c2c(=O)[nH]c(=O)n3C)cc1 (stereo not drawn)	3	-4	1	84	-9	-14	2	1	3.8
C=CCNc1nc2c3ccccc3n(C(C)=O)c2s1	4	-3	-7	93	-8	-6	1	6	1.8
CSc1nc2ccccc2n1Cc1cccc([N+](=O)[O-])c1	12	-3	3	104	9	0	3	3	2.8
CCOC(=O)c1cccc(NC(=O)c2ccc3c(c2)OCO3)c1	4	-3	-2	98	3	5	3	-3	-1.7
CCc1nn(C(C)C(=O)NCCN2CCCCCC2)c(=O)c2cc3occc3n12 (stereo not drawn)	-6	0	-2	77	-12	-13	-3	-5	0.0
COc1ccc(/C=C/C(=O)C2CC2)cc1Cn1nc(C)c([N+](=O)[O-])c1C	-6	0	4	106	0	-11	0	-7	5.3
COc1ccc(-c2csc(NC3CCCCC3)n2)c(OC)c1	1	2	1	118	16	2	17	16	1.9
CCCCNC(=O)COC(=O)c1ccc(SC)cc1OC	3	0	0	108	1	10	0	-3	0.6
